Assay outcomes from PubChem BioAssay.
ERp5 block: inhibitors of ERp5-driven insulin aggregation, primary screen, biochemical, turbidity, absorbance 650 nm, single point | 90 min | inhibition, % at 9.99 µM | 0.05% of 350,000 active | AID 651711, 2012 | Protein disulfide-isomerase A6 (Homo sapiens), Q15084;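 active means mean replicate inhibition above about 25%, with every replicate also reaching it, limit read from the data, passing the limit was not always enough; inconclusive means only one of those two criteria met; inactive means neither criterion met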
PglD inh: C. jejuni PglD acetyltransferase inhibitors, primary screen, biochemical, DTNB colorimetric, single point. inhibition, % at 12.5 µM. 0.098% of 360,000 active. purified PglD enzyme, DTNB colorimetric CoA detection; in the data active means inhibition above about 16%, passing the limit was not always enough; inconclusive means no clear call, values can overlap the other calls; further: strong numbers were not always called active
S100A4 inh HTS: inhibitors of S100A4-myosin IIA peptide binding, primary screen, biochemical, fluorescence polarization, TAMRA-MyoIIA peptide | Protein S100-A4 (Homo sapiens), P26447 | inhibition, % at 10.7 µM | 0.14% of 360,000 active | AID 652163, 2013;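 active means mean inhibition of at least 70% across replicates, with every replicate also reaching that level; inconclusive means mean inhibition reaches 70% but some replicates fall short; inactive means mean inhibition below 70%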
Target sequence (P26447 whole entry, looked up): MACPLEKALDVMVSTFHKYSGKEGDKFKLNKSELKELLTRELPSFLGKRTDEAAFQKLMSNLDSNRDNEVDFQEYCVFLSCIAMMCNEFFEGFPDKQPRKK
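assay system = human S100A4 monomer with TAMRA-labelled myosin IIA peptide | also added = labelled myosin peptide probe, 5 nM | incubation = 5 min between mix addition and reading | control set = DMSO and TFP controls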
E-selectin induc: E-selectin induction in HUVECs, primary screen, imaging, HUVEC, immunofluorescence imaging, single point; normalized: neutral wells 0, TNF-alpha wells 100; activation, % at 7.58 µM; P16581; 0.37% of 260,000 active;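 active means mean E-selectin-positive cell signal at least 10% of the positive control, reached in at least 60% of replicates, without over 20% cell loss; inconclusive means no rule given, readout overlaps actives, possibly toxicity-flagged; inactive means the rest, including those meeting only one limit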;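 further: in these data hits start at about 27%; measured in HUVEC primary endothelial cells; signal is the percent of cells scored E-selectin positive by PE staining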
Target sequence (P16581 whole entry, looked up): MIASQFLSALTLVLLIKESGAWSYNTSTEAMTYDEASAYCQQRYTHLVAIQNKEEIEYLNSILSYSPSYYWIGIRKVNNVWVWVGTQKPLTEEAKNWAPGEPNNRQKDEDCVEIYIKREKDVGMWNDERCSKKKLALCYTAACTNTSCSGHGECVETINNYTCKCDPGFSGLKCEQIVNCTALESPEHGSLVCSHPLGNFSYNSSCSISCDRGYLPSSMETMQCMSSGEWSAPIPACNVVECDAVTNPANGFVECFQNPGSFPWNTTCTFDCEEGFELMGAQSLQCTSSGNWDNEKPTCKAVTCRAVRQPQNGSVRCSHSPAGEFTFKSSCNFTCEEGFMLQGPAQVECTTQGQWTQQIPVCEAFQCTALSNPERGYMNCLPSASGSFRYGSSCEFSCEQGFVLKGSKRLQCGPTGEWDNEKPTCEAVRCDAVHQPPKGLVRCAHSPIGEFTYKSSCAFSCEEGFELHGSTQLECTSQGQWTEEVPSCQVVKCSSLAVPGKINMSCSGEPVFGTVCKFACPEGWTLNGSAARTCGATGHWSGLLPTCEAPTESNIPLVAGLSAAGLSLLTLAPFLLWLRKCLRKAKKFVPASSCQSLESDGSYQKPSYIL
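Material: HUVEC primary endothelial cells; Amount: 3,000 cells per well; Dosing: single concentration; Medium: EGM-2 growth medium on 0.1% gelatin-coated wells; Read-out basis: percent E-selectin-positive cells; Signal: immunofluorescence imaging; Control set: TNF-alpha, DMSO.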
DENV2 CPE rescue: inhibitors of DENV2 cytopathic effect, primary screen, cell-based, plate reader, single concentration; CPE inhibition, % at 9.99 µM; 1.7% of 350,000 active; DENV2-infected cells, cytopathic effect rescue; in the data active means CPE inhibition above about 20%, passing the limit was not always enough; inconclusive means no clear call, values can overlap the other calls; tested in BHK-21 cells;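 further: 0% = median of neutral control wells and 100% = median of positive control wells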
SIRT5 block: SIRT5 desuccinylase inhibitors, primary screen, biochemical, fluorescence imaging, single point, set 5; NAD-dependent protein deacylase sirtuin-5, mitochondrial (Homo sapiens), Q9NXA8; Purified SirT5, succinyl-peptide AMC, trypsin-coupled fluorescence; inhibition, % at 15 µM; 1.1% of 330,000 active; in the data active means inhibition above about 15%; inconclusive means no clear call, values can overlap the other calls
Target sequence (Q9NXA8 whole entry, looked up): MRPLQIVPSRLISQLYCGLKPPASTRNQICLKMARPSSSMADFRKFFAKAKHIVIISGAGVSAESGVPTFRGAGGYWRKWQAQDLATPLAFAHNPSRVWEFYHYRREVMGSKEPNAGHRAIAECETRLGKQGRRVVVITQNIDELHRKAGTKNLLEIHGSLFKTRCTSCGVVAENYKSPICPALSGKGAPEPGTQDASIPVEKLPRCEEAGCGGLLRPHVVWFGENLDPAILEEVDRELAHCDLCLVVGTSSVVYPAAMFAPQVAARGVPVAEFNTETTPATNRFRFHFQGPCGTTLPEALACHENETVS
C2C12 statin: suppressors of statin myotoxicity in C2C12 myotubes, primary screen, cell-based, single point, plate reader | AID 602340, 2012 | C2C12 myotubes + simvastatin, ATP luminescence, 48 h; scaled: DMSO 0, geranylgeraniol control 100 | 0.78% of 330,000 active | rescue of ATP level, % at 7.49 µM;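 active means mean ATP rescue above about 67%, or every replicate alone reaching that limit, limit read from the data, passing the limit was not always enough; inconclusive means no clear call, values can overlap the other calls; inactive means mean under the limit and some replicate under it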;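 further: myotubes were challenged with 10 µM simvastatin during compound exposure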
An asterisk follows results filed as active; ? = inconclusive; · = no result given; & = joins results of further samples. This is a subset (hit frequency here may not be typical).

SMILES | ERp5 block | PglD inh | S100A4 inh HTS | E-selectin induc | DENV2 CPE rescue | SIRT5 block | C2C12 statin
CCCC(=O)Nc1ccc2c(c1)OC[C@@H](C)N(C(=O)C1CCCC1)C[C@H](C)[C@@H](OC)CN(C)C2=O | -3 | 3 | 8 | -0.2 | -3 | -1 | -3
Cc1cccn2c(=O)c3cc(C#N)c(=NC(=O)c4ccco4)n(Cc4ccco4)c3nc12 | 0 | 0 | -4 | 3.0 | 4 | -6 | ·
O=[N+]([O-])c1cccnc1C1OCCO1 | -1 | -2 | -4 | -0.4 | -4 | -5 | ·
Cc1cc(C)n(Cc2cccc(C(=O)N/N=C/c3ccncc3)c2)n1 | -14 | -2 | 38 | -0.1 | 3 | 13 | ·
CC(=O)Nc1ccc(S(=O)(=O)N2CCN(C(=O)c3ncoc3-c3ccccc3C)CC2)cc1 | -1 | -5 | -3 | · | -3 | -3 | -4
CN(C)S(=O)(=O)c1cccc(NC(=O)CCSc2ccc(Cl)cc2)c1 | -1 | -6 | -2 | 0.3 | 6 | 2 | ·
COc1ccc2c3c(n(C)c2c1)[C@@H](CO)N(C(=O)Nc1ccc(F)cc1)CC31CCN(C(=O)c2cccnc2)CC1 | 4 | · | 11 | -0.4 | -1 | 5 | ·
CN(C)c1oc(-c2ccccc2Cl)nc1C#N | -2 | -12 | -3 | · | -6 | 0 | 35
CC(NC(=O)c1cc2c(=O)n3ccccc3nc2n(CC2CCCO2)c1=N)c1ccccc1 (centres undefined) | 1 | -2 | -14 | -0.1 | 17 | -41 | -9
COc1ccccc1C(CCNCc1ccccc1)c1ccc(OC(C)C)cc1 (centres undefined) | -2 | -6 | -21 | -0.1 | 1 | -1 | -13
Nc1cc(Cc2ccccc2)ccc1O | -5 | 0 | -2 | 0.5 | 17 | · | 7
CCC(NC(=O)c1ccc2nc(Cc3ccc(OC)cc3)oc2c1)c1ccncc1 (centres undefined) | 2 | 4 | -1 | · | 3 | 4 | -66
NC(=O)c1ccc(NC(=O)CCC(=O)N2CCN(S(=O)(=O)c3ccc(Cl)cc3)CC2)cc1 | -1 | · | -7 | · | 5 | -6 | ·
C[C@@H]1CN([C@H](C)CO)C(=O)c2cc(C#CC3(O)CCCC3)cnc2O[C@@H]1CN(C)C(=O)C1CCOCC1 | 1 | 0 | 5 | 0.2 | 0 | -2 | 0
Cc1cc(C)cc(N(C(=O)c2csnn2)C(C(=O)NC(C)(C)C)c2cccnc2)c1 (centres undefined) | -4 | · | -3 | 1.1 | -3 | -2 | ·
COc1ccc(S(=O)(=O)NCc2nc3nc(C)cc(C)n3n2)cc1OC | 6 | 2 | -2 | -0.1 | -2 | -7 | -6
CCC(=O)N1CCC2(CC1)CN(C(=O)CN1CCOCC1)[C@H](CO)c1[nH]c3cc(OC)ccc3c12 | -3 | · | -18 | 0.0 | 40* | -2 | ·
O=C(C[C@@H]1CC[C@H](NS(=O)(=O)c2ccccc2)[C@@H](CO)O1)N1CCN(c2ccccc2)CC1 | 5 | · | 34 | 0.7 | 6 | -2 | ·
Cn1nc(C2CC2)cc1NC(=O)CC(CC(=O)O)c1ccccc1 (centres undefined) | 3 | -8 | -3 | · | ? | -1 | ·
O=c1[nH]nc(SC2CCCCC2)c(=O)[nH]1 | 1 | · | -17 | 0.1 | 8 | -4 | ·
CN1C(=O)[C@@H]2C[C@@]3([C@@]45C[C@H]6C(=O)N(C)[C@@H](Cc7ccccc7)C(=O)N6[C@@H]4Nc4ccccc45)c4ccccc4N[C@H]3N2C(=O)[C@@H]1Cc1ccccc1 | 1 | -1 | 4 | -0.1 | -6 | 1 | 14
NC(=S)N=Nc1c(O)n(CCCl)c2ccc(Cl)cc12 | -2 | 3 | -12 | 0.1 | 0 | -1 | 1
Cc1nc(C)n(C(C)CNC(=O)c2ccccc2)n1 (centres undefined) | 3 | 8 | 0 | 0.0 | -1 | -1 | -4
C[C@H](CO)N1C[C@H](C)[C@@H](CN(C)Cc2cccc(C(=O)O)c2)Oc2cc(Br)ccc2S1(=O)=O | 4&-2 | 5&0 | -3&1 | -0.2&-0.1 | -17&5 | 0&-1 | 2&1
O=C(c1ccccn1)N1CCN(S(=O)(=O)c2cccc(Br)c2)CC1 | -1 | -3 | -3 | -0.2 | 15 | -4 | 4
C[n+]1ccc(/C=C/c2c[nH]c3ccccc23)cc1 | -1 | · | -4 | · | -19 | 4 | ·
O=C(CC1CC1)N1CC2(C1)[C@H](c1ccccc1)[C@@H](CO)N2C(=O)C1CCOCC1 | 1 | · | -10 | -0.3 | -4 | -1 | ·
CC(C)CCNC(=O)c1onc(CSc2ccc(F)c(F)c2)c1C(=O)NCCC(C)C | 1 | 4 | 0 | 0.0 | 18 | · | 12
O=C(NCc1ccccc1)C(c1ccncc1)n1c(=O)c(-c2ccccc2)nc2ccccc21 (centres undefined) | 1 | · | -2 | 0.0 | 40* | 0 | ·
CCOC(=O)NC1CCc2cc(OC)c(OC)c(OC)c2-c2ccc(SC)c(=O)cc21 (centres undefined) | 0 | · | 1 | 1.7 | ? | · | ·
CN(C)N1C(N)=C(C#N)C(c2ccccc2)C2=C1CC(C)(C)CC2=O (centres undefined) | -4 | · | -4 | -0.1 | 46* | -2 | ·
CCN1CCN(S(=O)(=O)c2c[nH]c(C(=O)OC)c2)CC1 | -1 | 2 | 0 | -0.1 | 2 | -1 | -6
C[C@@H]1CCCCO[C@H](CN(C)Cc2ccncc2)[C@@H](C)CN([C@H](C)CO)C(=O)c2cc(NC(=O)Nc3cccc4ccccc34)ccc2O1 | 2 | -1 | -6 | -0.1 | -2 | -2 | ·
C=CCn1cnnc1SCC(=O)N(C)CC1COc2ccccc2O1 (centres undefined) | 3 | -8 | -2 | -0.1 | 4 | -5 | 1
COc1ccc(S[C@@H](CCN2CC[C@H](C)CCC2=O)c2ccccc2)cc1 | -1 | 3 | 12 | 0.8 | -11 | · | 10
CCCC#Cc1cnc2c(c1)C(=O)N([C@H](C)CO)C[C@H](C)[C@H](CN(C)Cc1ccc(F)cc1)O2 | -2 | 1 | 11 | 0.4 | -10 | -2 | 14
C[C@@H]1CCCCO[C@@H](CN(C)C(=O)Cc2ccccc2)[C@@H](C)CN([C@@H](C)CO)C(=O)c2cc(NC(=O)Nc3ccc(F)cc3)ccc2O1 | -3 | 0 | -8 | -0.1 | -4 | 32* | ·
Cn1cccc1/C=C1/SC(=S)N(CC(=O)O)C1=O | 7 | -5 | -5 | 7.6 | ? | 8 | 4
CC(=O)Nc1cc(-c2cccc(CO)c2)cn2c(-c3cccc(C(F)(F)F)c3)cnc12 | 0 | 4 | 0 | 0.0 | -8 | · | 3
CCOC(=O)c1ccccc1NC(=O)COC(=O)CN1C(=O)NC2(CCCC2)C1=O | 2 | 1 | -2 | 0.2 | -5 | 0 | -5
COc1cccc(C(=O)Nc2ccc3c(c2)C(=O)N(C)[C@@H]2CC[C@@H](CC(=O)NCC4CC4)O[C@H]2CO3)c1 | 1 | 2 | -7 | 0.0 | -12 | -2 | 1
CC=Cc1ccc2n(c1=O)C[C@H]1[C@H](CO)[C@@H](C(=O)NC3CCC3)N(CC)[C@@H]21 (mixture of isomers) | · | 1 | -8 | -0.2 | 3 | -1 | -3
C#CC(CC)(CC)NC(=O)c1nn(-c2ccccc2Cl)c(C)cc1=O | 2 | -23 | 7 | -0.4 | -1 | -1 | 5
NCCNc1ccc(C(=O)N2c3ccccc3Sc3ccccc32)cc1[N+](=O)[O-] | 2 | -1 | 4 | · | 17 | -1 | 1
CN(Cc1ccccc1)C(=O)COC(=O)C1=NNC(=O)CC1 | 4 | · | -1 | -0.2 | 1 | -4 | -7

A different layout for some results above:
SMILES,ERp5 block,PglD inh,S100A4 inh HTS,E-selectin induc,DENV2 CPE rescue,SIRT5 block,C2C12 statin
COc1ccc(S[C@@H](CCN2CC[C@H](C)CCC2=O)c2ccccc2)cc1,-1,3,12,0.8,-11,·,10
CCCC#Cc1cnc2c(c1)C(=O)N([C@H](C)CO)C[C@H](C)[C@H](CN(C)Cc1ccc(F)cc1)O2,-2,1,11,0.4,-10,-2,14
C[C@@H]1CCCCO[C@@H](CN(C)C(=O)Cc2ccccc2)[C@@H](C)CN([C@@H](C)CO)C(=O)c2cc(NC(=O)Nc3ccc(F)cc3)ccc2O1,-3,0,-8,-0.1,-4,32*,·
Cn1cccc1/C=C1/SC(=S)N(CC(=O)O)C1=O,7,-5,-5,7.6,?,8,4
CC(=O)Nc1cc(-c2cccc(CO)c2)cn2c(-c3cccc(C(F)(F)F)c3)cnc12,0,4,0,0.0,-8,·,3
CCOC(=O)c1ccccc1NC(=O)COC(=O)CN1C(=O)NC2(CCCC2)C1=O,2,1,-2,0.2,-5,0,-5
COc1cccc(C(=O)Nc2ccc3c(c2)C(=O)N(C)[C@@H]2CC[C@@H](CC(=O)NCC4CC4)O[C@H]2CO3)c1,1,2,-7,0.0,-12,-2,1
CC=Cc1ccc2n(c1=O)C[C@H]1[C@H](CO)[C@@H](C(=O)NC3CCC3)N(CC)[C@@H]21 (mixture of isomers),·,1,-8,-0.2,3,-1,-3
C#CC(CC)(CC)NC(=O)c1nn(-c2ccccc2Cl)c(C)cc1=O,2,-23,7,-0.4,-1,-1,5
NCCNc1ccc(C(=O)N2c3ccccc3Sc3ccccc32)cc1[N+](=O)[O-],2,-1,4,·,17,-1,1

Going on with the list:
SMILES | ERp5 block | PglD inh | S100A4 inh HTS | E-selectin induc | DENV2 CPE rescue | SIRT5 block | C2C12 statin
COc1cc2c(cc1OC)C(C)N(C(=O)c1cc3c(s1)-c1ccccc1OC3)CC2 (centres undefined) | 2 | 1 | -1 | -0.1 | 4 | · | 8
Cc1noc(C)c1NC(=O)NCC[C@H]1CC[C@@H](NC(=O)c2ccccc2)[C@@H](CO)O1 | -3 | 0 | 41 | -0.4 | 2 | -4 | 0
Cc1ccc(S(=O)(=O)/N=C(/Nc2ccc(F)cc2F)c2ccccc2)cc1 | 6 | 0 | -5 | · | 9 | 3 | 3
CCN(Cc1nc(-c2ccc(Cl)cc2)no1)CC1CCCO1 (centres undefined) | -7 | -2 | -1 | 1.8 | -3 | 8 | 7
C[C@@H]1CN([C@@H](C)CO)C(=O)c2cccc(NS(=O)(=O)c3ccc(Cl)cc3)c2O[C@H]1CN(C)Cc1ccc(C(F)(F)F)cc1 | 4 | 1 | 9 | -0.1 | -7 | 6 | 47
C=CC(=O)Nc1cccc(Oc2cc(Cl)nc3[nH]ccc23)c1 | 2 | 0 | -2 | -0.2 | -2 | · | 2
CO[C@@H]1CN(C)C(=O)c2ccc(NC(=O)c3cnccn3)cc2OC[C@@H](C)N(C(=O)C2CC2)C[C@H]1C | -2 | 2 | 6 | -0.3 | -2 | -1 | 6
C[C@@H]1CN([C@H](C)CO)C(=O)c2cc(NS(=O)(=O)c3ccc(F)cc3)ccc2O[C@@H]1CN(C)S(=O)(=O)c1cccs1 | -9 | 4 | 10 | -3.4 | -4 | 6 | 17
Cc1nn(-c2ccccc2)c(C)c1C(=O)Nc1ccc(N2CCOCC2)cc1 | -3 | · | -6 | · | 2 | -3 | ·
Cc1cc(C)c2c(N)c(C(=O)c3ccccc3)sc2n1 | 7 | 5 | -5 | 0.1 | -6 | -1 | ·
